Compound activity from PubChem.
TIM10 inh: inhibits growth of TIM10 yeast strain; S. cerevisiae TIM10 strain growth, BacTiter-Glo luminescence, 24 h; inhibition, % at 10 µM; 330,000 compounds, 1.4% hits; AID 463195;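 active = inhibition of 40% or more at the single tested concentration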;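 also: wild-type TIM10 isogenic control strain grown at permissive 25 °C; 0% = DMSO yeast wells and 100% = minimal medium wells without yeast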
NALP3 yeast inh: blocks the NALP3 inflammasome reconstituted in yeast | Yeast reconstituted NLRP3/ASC/caspase-1, beta-gal luminescence, 24 h | inhibition, % at 10 µM | 330,000 compounds, 0.39% hits;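 active = inhibition of 50% or more; inactive = inhibition below 50%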;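 also: plate controls were induced DMSO wells for no effect and uninduced yeast grown without galactose for full effect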
tim10-1 inh: growth inhibitors of tim10-1 mutant yeast | 330,000 compounds, 2.2% hits | inhibition, % at 20 µM | AID 463190 | S. cerevisiae tim10-1 ts strain growth, BacTiter-Glo, 24 h;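 active = inhibition of at least 40%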;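 also: mutant grown at 25 °C; 0% = DMSO wells with yeast and 100% = wells holding no yeast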
mIAP inh: mouse IAP inhibition; purified mouse IAP, CDP-Star luminescence, 30 min; inhibition, % at 10 µM; 330,000 compounds, 0.2% hits;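 active = inhibition of at least 40% at 10 µM in the primary screen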;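 also: plate controls were DMSO with enzyme for no effect and no enzyme wells for full effect; values of inactives mirror those of a sister screen read the other way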
APOBEC3A inh: blocks human APOBEC3A ssDNA deamination. AID 493011. P31941. recombinant A3A, FAM/TAMRA ssDNA deamination fluorescence. inhibition, % at 20 µM. 330,000 compounds, 0.41% hits;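 active = at least 40% inhibition at 20 µM here, with at most 30% in a related deaminase screen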;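 also: plate controls were A3A with DMSO for no effect and wells lacking A3A enzyme for full effect; some results filed as inactive read as strong as hits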
Target sequence (P31941 whole entry, looked up): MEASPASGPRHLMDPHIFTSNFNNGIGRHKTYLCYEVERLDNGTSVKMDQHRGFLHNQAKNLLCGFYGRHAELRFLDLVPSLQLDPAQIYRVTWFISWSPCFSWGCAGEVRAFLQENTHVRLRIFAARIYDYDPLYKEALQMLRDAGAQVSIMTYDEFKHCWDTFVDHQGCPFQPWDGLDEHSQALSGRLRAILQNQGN
MIN6 prolif: inducers of beta-cell replication in MIN6 cells | proliferation, % at 10 µM | MIN6 cells proliferation, ATPlite luminescence, 48 h; cells starved in 0.2% serum; 100% = growth in 10% serum | 330,000 compounds, 0.29% hits;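 active = compounds whose signal lies at least 3.5 SD above the mean of all wells on their plate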;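 also: 0% = DMSO-treated cells in low-serum medium and 100% = 10% serum control; some compounds called inactive have numbers as strong as hits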
A3G deaminase: inhibitors of human APOBEC3G DNA deaminase. Q9HC16. recombinant A3G, ssDNA deamination FAM/TAMRA fluorescence. inhibition, % at 20 µM. 330,000 compounds, 0.28% hits. AID 493012;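 active = inhibition of at least 40% at 20 µM, with no more than 30% in the related APOBEC3A deaminase screen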;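 also: plate controls were DMSO wells with A3G for no effect and wells lacking A3G enzyme for full effect; some compounds called inactive have numbers as strong as hits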
Target sequence (Q9HC16 whole entry, looked up): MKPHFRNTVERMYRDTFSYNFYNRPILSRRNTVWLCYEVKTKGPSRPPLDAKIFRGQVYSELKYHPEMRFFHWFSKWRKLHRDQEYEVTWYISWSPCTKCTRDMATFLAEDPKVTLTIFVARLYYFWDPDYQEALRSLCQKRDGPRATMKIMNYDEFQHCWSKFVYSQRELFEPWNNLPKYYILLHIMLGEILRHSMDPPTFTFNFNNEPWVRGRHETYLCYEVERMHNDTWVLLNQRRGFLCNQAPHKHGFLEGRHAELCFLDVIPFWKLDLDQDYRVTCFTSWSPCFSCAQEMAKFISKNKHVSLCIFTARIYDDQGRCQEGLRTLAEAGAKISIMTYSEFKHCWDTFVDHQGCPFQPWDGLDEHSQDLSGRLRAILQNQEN
mIAP activ: mouse IAP activation; muIAP, CDP-Star luminescence, 30 min; hits give high values; 1 = vehicle-only enzyme signal, 0 = enzyme-free wells; activation factor at 10 µM; 330,000 compounds, 0.24% hits; AID 2805;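 active = activation factor of at least 2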; also: the source names both 10 and 20 µM as test concentration; values of inactives mirror those of a sister screen read the other way
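System: mouse IAP enzyme. Reagent: CDP-Star chemiluminescent phosphatase substrate. Benchmarks: DMSO wells, no-enzyme wells. Times: 30 min enzyme-substrate-compound incubation at room temperature. Detection: luminescence from enzymatic CDP-Star hydrolysis. Doses: test compounds delivered from DMSO solution.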
hIAP inh: human IAP inhibition | P09923 | purified IAP, CDP-Star luminescence, 30 min | inhibition, % at 10 µM | 330,000 compounds, 0.12% hits;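 active = inhibition reaching a set limit with compound at 10 µM in the primary screen, cut at about 35% in these data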;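 also: plate controls were DMSO wells with enzyme for no effect and no-enzyme buffer wells for full effect; values of inactives mirror those of a sister screen read the other way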
* hit, by the source's call.

SMILES	TIM10 inh	NALP3 yeast inh	tim10-1 inh	mIAP inh	APOBEC3A inh	MIN6 prolif	A3G deaminase	mIAP activ	hIAP inh
CC(C)=CCC[C@](C)(O)C1CC[C@]2(C)C1[C@H](O)CC1[C@@]3(C)CC[C@H](O[C@@H]4O[C@H](CO)[C@@H](O)[C@H](O)[C@H]4O[C@@H]4O[C@H](CO)[C@@H](O)[C@H](O)[C@H]4O)C(C)(C)C3CC[C@]12C (stereo not given in full)	-1	26	22	1	-1	-5	6	0.99	-35
COc1cccc(N2C(=O)C3NN=C(C(=O)CN4C(=O)c5ccccc5C4=O)C3C2=O)c1 (stereo not given)	6	3	-3	4	-2	-1	-10	0.96	-8
O=S(=O)(NCCc1ccc(F)cc1)c1cccc2cccnc12	20	31	12	2	-3	3	-7	0.98	-12
O=C1CCCN1CC(O)CS(=O)(=O)Cc1ccccc1 (stereo not given)	4	9	-7	-5	0	-1	-3	1.1	2
CC(C)n1c(CCC(=O)O)ccc1-c1ccccc1	-1	1	-8	3	-1	-7	-1	0.97	3
Cc1ccc(S(=O)(=O)NC(=O)NCCCN2CCOCC2)cc1	8	-5	-11	-1	0	-2	-8	1	12
CCOC(=O)c1ccc(NC(=O)C2CCN(S(=O)(=O)c3c(C)nn(C)c3C)CC2)cc1	2	7	1	-14	-2	1	-6	1.1	6
Cc1ccc(NC(=O)CSc2nc(N)c3c4c(sc3n2)CSC(C)(C)C4)cc1	3	24	10	-33	-3	0	-7	1.3	11
Cn1c(CNc2nc3ccccc3n2C)nc2ccccc21	-10	15	-12	6	2	0	2	0.94	-19
CC(C)C(C(=O)Nc1ccccc1)N1C(=O)c2ccccc2C1=O (stereo not given)	-1	15	14	1	-1	-1	-5	0.99	-3
COc1cccc(C(=O)CSc2nc3cccnc3n2C)c1	-12	20	6	0	-3	1	-3	1	-7
N/C(=N\OC(=O)Cc1cccs1)c1ccc(Cl)cc1	9	8	1	0	0	0	-2	1	22
CCOCCCNCc1cccc(OC)c1	3	-1	7	-1	-1	1	-1	1	11
Cc1ccccc1OCc1nc(-c2ccc(-n3cccc3)cc2)no1	3	18	9	-2	0	0	-3	1	14
CCC(Sc1nc(C)cc(C)n1)C(=O)Nc1ccc(Cl)cn1 (stereo not given)	17	-2	1	7	-4	6	-6	0.93	17

Four entries out of the list above, ordered by their value in mIAP activ, ascending:
SMILES	mIAP activ
CC(C)n1c(CCC(=O)O)ccc1-c1ccccc1	0.97
O=S(=O)(NCCc1ccc(F)cc1)c1cccc2cccnc12	0.98
CCOCCCNCc1cccc(OC)c1	1
CCOC(=O)c1ccc(NC(=O)C2CCN(S(=O)(=O)c3c(C)nn(C)c3C)CC2)cc1	1.1

3 compounds picked at random from those above, as already listed:
SMILES	TIM10 inh	NALP3 yeast inh	tim10-1 inh	mIAP inh	APOBEC3A inh	MIN6 prolif	A3G deaminase	mIAP activ	hIAP inh
CCOCCCNCc1cccc(OC)c1	3	-1	7	-1	-1	1	-1	1	11
COc1cccc(C(=O)CSc2nc3cccnc3n2C)c1	-12	20	6	0	-3	1	-3	1	-7
Cn1c(CNc2nc3ccccc3n2C)nc2ccccc21	-10	15	-12	6	2	0	2	0.94	-19

The results go on.
SMILES	TIM10 inh	NALP3 yeast inh	tim10-1 inh	mIAP inh	APOBEC3A inh	MIN6 prolif	A3G deaminase	mIAP activ	hIAP inh
CSCCC(NC(=O)OCc1ccccc1)C(=O)NCc1cccnc1 (stereo not given)	-6	-6	4	0	-2	-2	-7	1	3
Cc1cc(NC(=O)c2ccccc2)nc(C)n1	-1	9	-1	-8	2	1	-2	1.1	11
CCOc1ccc2nc(SCC(=O)c3ccc(O)cc3O)sc2c1	-1	1	7	8	-5	3	-8	0.92	-2
CCN(Cc1ccccc1)c1ccc(/C=N/NS(=O)(=O)c2cccc([N+](=O)[O-])c2)cc1	7	12	18	12	0	0	-6	0.88	5
CCOc1ccc(NC(=O)N2CCN(c3nc4ccccc4s3)CC2)cc1	-3	8	-1	-4	-20	-4	-3	1	-13
CCN(C(=O)C(C)Cl)c1ccccc1 (stereo not given)	-10	-4	-1	-14	-4	-2	4	1.1	-10
Cc1ccc(OCCCC(=O)Nc2nncs2)cc1	-12	9	8	-10	-1	-2	-3	1.1	-7
COc1ccc(Cl)cc1/C=N/NC(=O)c1c(-c2ccccc2)noc1C	17	0	36	9	-4	8	-8	0.91	-10
CC(CCc1ccccc1)NC(=O)Cc1ccc(Br)cc1 (stereo not given)	19	18	32	-10	-7	-2	-12	1.1	7
Cc1cc(Nc2ccccc2Cl)nc(-c2ccccc2O)n1	21	8	53*	-2	-2	-5	-6	1	-9
COc1cc(/C=C/c2ccc3cccc(O)c3n2)cc(OC)c1OC	17	8	10	13	-4	-5	-6	0.87	-23
C=CCNC(=O)c1cc(-c2ccc3c(c2)OCO3)on1	-10	10	17	0	-2	-4	-8	1	-9
O=C(COC(=O)c1cc([N+](=O)[O-])ccc1N1CCOCC1)NCCc1ccccc1	-5	17	3	-4	4	-1	3	1	-33
Cc1ccc(C)c(NC(=O)COC(=O)COc2cccc3c2OC(C)(C)C3)c1	4	15	7	7	18	1	-4	0.93	0
CCn1c(=O)c(C(=O)CN2CCN(S(=O)(=O)c3ccccc3)CC2)c(N)n(Cc2ccccc2)c1=O	15	3	0	-10	8	-2	-11	1.1	9
Cc1cc(C(=O)Cn2nc(C(=O)O)c3ccccc3c2=O)c(C)n1CCc1ccc(F)cc1	22	5	20	5	1	-4	-3	0.95	15
O=C(CSc1nncn1-c1ccccc1)Nc1cc(F)ccc1F	18	5	7	3	-1	-6	-5	0.97	14
COc1ccc(OCCSc2nc3ccccc3n2CCC(=O)O)cc1	-8	17	-7	-6	-4	-4	-7	1.1	-3
COc1ccc(NS(=O)(=O)c2ccc3c(c2)CCCN3C(C)=O)cc1	13	-15	13	6	1	-2	-2	0.94	-2
CC(C)(C)c1ccc(COc2ccsc2C(=O)O)cc1	2	-2	9	1	-2	1	-9	0.99	-2
O=C(COc1ccc(Cl)cc1)N(Cc1cccs1)C1CCS(=O)(=O)C1 (stereo not given)	7	-5	4	8	2	1	3	0.92	6
Cc1cc2cc(CNC(=S)Nc3ccc(OC(F)(F)F)cc3)ccc2n1C	15	20	28	11	-1	-4	5	0.89	-2
O=C(C[n+]1ccccc1)N/N=C/c1cc(Br)ccc1O	17	64*	21	-5	2	-4	-1	1	-28
Cc1nnsc1C(=O)N1CCCC(C(=O)c2ccc(C(F)(F)F)cc2)C1 (stereo not given)	-8	12	11	11	-2	-2	-6	0.89	-3
COC(=O)c1sccc1NC(=O)Nc1cccc(C)c1	32	-3	38	-2	-1	3	-3	1	2
Cc1nnc(SC(C)C(=O)NC2CCCCC2C)n1N (stereo not given)	-7	9	7	-8	-3	-4	-5	1.1	-19
CCCN(CCC)C1Sc2ccc(C(=O)OC)cc2NC1=O (stereo not given)	11	-5	19	0	-2	-4	-3	0.99	-5
COc1ccc(-c2c(C)oc3cc(O)cc(O)c3c2=O)cc1OC	-19	13	3	-3	-3	0	-4	1	2
Oc1ccccc1-c1cc(-c2cccc(F)c2)n[nH]1	23	30	41*	-4	0	-5	-3	1	-49
COC(=O)CSc1nnc(-c2c[nH]c3ccccc23)o1	-5	17	8	0	-1	-2	-5	1	8

Part of the list above, showing only APOBEC3A inh, A3G deaminase and mIAP inh.
| molecule | APOBEC3A inh | A3G deaminase | mIAP inh |
| --- | --- | --- | --- |
| C=CCNC(=O)c1cc(-c2ccc3c(c2)OCO3)on1 | -2 | -8 | 0 |
| CCn1c(=O)c(C(=O)CN2CCN(S(=O)(=O)c3ccccc3)CC2)c(N)n(Cc2ccccc2)c1=O | 8 | -11 | -10 |

Sorted by length of the SMILES (largest number first): some entries from above
SMILES	TIM10 inh	NALP3 yeast inh	tim10-1 inh	mIAP inh	APOBEC3A inh	MIN6 prolif	A3G deaminase	mIAP activ	hIAP inh
Cc1nnsc1C(=O)N1CCCC(C(=O)c2ccc(C(F)(F)F)cc2)C1 (stereo not given)	-8	12	11	11	-2	-2	-6	0.89	-3
O=C(COc1ccc(Cl)cc1)N(Cc1cccs1)C1CCS(=O)(=O)C1 (stereo not given)	7	-5	4	8	2	1	3	0.92	6
COc1ccc(NS(=O)(=O)c2ccc3c(c2)CCCN3C(C)=O)cc1	13	-15	13	6	1	-2	-2	0.94	-2
COC(=O)CSc1nnc(-c2c[nH]c3ccccc23)o1	-5	17	8	0	-1	-2	-5	1	8
CCCN(CCC)C1Sc2ccc(C(=O)OC)cc2NC1=O (stereo not given)	11	-5	19	0	-2	-4	-3	0.99	-5
COC(=O)c1sccc1NC(=O)Nc1cccc(C)c1	32	-3	38	-2	-1	3	-3	1	2

Following part.
SMILES	TIM10 inh	NALP3 yeast inh	tim10-1 inh	mIAP inh	APOBEC3A inh	MIN6 prolif	A3G deaminase	mIAP activ	hIAP inh
CCOc1cc(C2NC(=O)CCC2[N+](=O)[O-])cc(Br)c1OC (stereo not given)	6	-3	4	6	4	3	-3	0.94	-3
CCCOc1ccc(-c2nnc(-c3cccs3)o2)cc1	12	34	15	4	-3	-3	-7	0.96	-11
Cc1cccc2c(CC(=O)Nc3ccccc3)noc12	4	15	-9	-1	2	-1	0	1	0
O=C(NCCCN1CCCC1=O)c1cc(=O)c2ccccc2o1	-18	7	-8	3	-2	-4	-5	0.97	-15
C=CCn1c(SCC(=O)N2CCc3ccccc3C2)nc2ccccc2c1=O	-39	-10	-36	-2	3	-3	0	1	0
Fc1ccccc1CSc1ncnc2c1oc1ccccc12	19	-6	31	10	-1	-4	-4	0.91	8
CC(=O)c1c(COC(=O)c2cccc(C)c2)nc2ccccc2[n+]1[O-]	13	31	22	7	-2	-1	2	0.93	-14
COc1cc(/C=N/NC(=O)CCC(=O)Nc2ccc(C)cc2)ccc1O	17	-11	10	14	0	3	-7	0.86	-2
Cc1[nH]c2ccccc2c1C(=O)C(C)OC(=O)c1ccc(NC(=O)CC#N)cc1 (stereo not given)	6	5	15	-9	2	-4	2	1.1	-13
Cc1nn(CC(C)C)c(Cl)c1C(=O)N(c1ccc(Cl)cc1F)S(C)(=O)=O	14	12	19	-8	4	1	11	1.1	12
CCOc1ccc(CN(C)C(=O)CCNC(=O)c2ccco2)cc1	8	10	-2	4	0	1	-5	0.96	1
Cc1cc2c(N)cccc2nn1	2	12	5	13	77	3	63	0.87	9
COc1ccc(C(=O)N2CCc3cc(OC)c(OC)cc3C2)cc1OC	4	18	16	1	9	-1	4	0.99	1
COc1ccc(CC(=O)Nc2ccc(S(=O)(=O)Nc3nccc(C)n3)cc2)cc1	18	7	22	2	-6	-2	-11	0.98	-9
C/C(=C\C(=O)c1ccc(C)cc1)Nc1cccc(O)c1	-3	34	3	1	-5	-2	-1	0.99	4
O=C1CN(C(=O)/C=C/c2ccccc2)CCN1	7	11	-6	4	2	7	-3	0.96	0
NS(=O)(=O)c1ccc(CNC(=O)c2ccc(NS(=O)(=O)c3ccc4[nH]c(=O)[nH]c4c3)cc2)cc1	2	3	-4	7	-1	0	-12	0.93	4
CCOC(=O)CN(C(=O)COc1nc(-c2ccccc2)cc(C)c1C#N)c1ccccc1C	14	-1	9	-3	1	-5	-4	1	8
